# OXTR potentiator – human OXTR potentiators, primary screen, fluorescence, CHO-OTR cells, Fluo-8 calcium | Oxytocin receptor (Homo sapiens), P30559 | activation, % at 3 µM | hit rate 0.061% among 320,000 | Fluo-8 calcium fluorescence, potentiator mode; 0% = oxytocin EC15, 100% = EC100;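 active means activation above that plate's cutoff, the mean activation of tested compounds plus 3 SD, cut at about 6.6% in these data, passing the limit was not always enough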;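 further: 100% uses oxytocin at 75 nM as the full agonist control; some results filed as inactive read as strong as hits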
#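 Assay system: CHO cell line stably expressing human OTR | Also added: Oxytocin at about EC15, sub-maximal agonist stimulus | Times: Compound 6 min at room temperature before oxytocin, 100 s read | Measured by: Fluo-8 intracellular calcium fluorescence, ex 470-495, em 515-575 nm | Controls: EC15 oxytocin alone as 0%, 75 nM oxytocin as 100%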
# CHO-K1 Ca PAM – nonselective calcium activators in parental CHO-K1 cells, primary screen, counter-screen for M1 PAM project, cell-based, Fluo-8 calcium fluorescence, full deck, 1536-well | AID 602247, 2012 | hit rate 0.02% among 360,000 | ATP EC20; 0% at ATP EC20, 100% at ATP max | activation, % at 3 µM;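 active means activation above the run cutoff, the mean activation of all test compounds plus 3 SD, cut at about 40% in these data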;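 further: peak over basal fluorescence ratio in a 140 s read after ATP addition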
# CHO-K1 Ca antag – M1 antagonist counterscreen hit in parental CHO-K1 cells. ATP-induced calcium, Fluo-8 fluorescence. inhibition, % at 3 µM. hit rate 0.6% among 360,000. AID 602250;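 active means inhibition above a per-plate cutoff, the plate's mean sample inhibition plus 3 SD, cut at about 24% in these data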;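 further: 0% = DMSO plus EC80 ATP and 100% = DMSO alone without ATP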
# V1aR counter – agonists of human V1a receptor, primary screen, counter-screen for OXTR agonist project, fluorescence, CHO-V1R cells. Fluo-8 calcium fluorescence, agonist mode; 0% DMSO, 100% 3 nM vasopressin. activation, % at 3 µM. AID 2797, 2010. hit rate 0.25% among 320,000;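 active means activation above the mean activation of all tested compounds plus 3 SD, per screening run, cut at about 20% in these data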;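 further: signal is peak over basal fluorescence ratio across a 100 second FLIPR read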
# Target sequence (P37288 whole entry, looked up): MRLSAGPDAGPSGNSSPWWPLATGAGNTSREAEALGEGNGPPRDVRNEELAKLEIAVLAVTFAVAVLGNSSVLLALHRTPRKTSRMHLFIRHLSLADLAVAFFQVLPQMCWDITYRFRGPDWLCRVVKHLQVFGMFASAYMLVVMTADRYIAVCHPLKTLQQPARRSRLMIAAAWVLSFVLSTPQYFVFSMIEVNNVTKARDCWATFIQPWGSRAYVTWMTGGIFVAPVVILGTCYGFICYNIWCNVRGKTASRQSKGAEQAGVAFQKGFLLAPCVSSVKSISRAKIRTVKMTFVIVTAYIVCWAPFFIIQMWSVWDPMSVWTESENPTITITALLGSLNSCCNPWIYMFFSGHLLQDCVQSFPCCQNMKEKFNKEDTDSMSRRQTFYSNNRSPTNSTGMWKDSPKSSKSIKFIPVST
# CHO-K1 Ca ag – counter-screen for M1 agonists: effect in parental CHO-K1 cells; Fluo-8 calcium fluorescence; scaled to maximal ATP response, vehicle zero; activation, % at 3 µM; hit rate 0.48% among 360,000; in the data active means activation above about 15%;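 further: untransfected CHO-K1 host cells lacking M1 receptor as counterscreen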
# OXTR ag – human OXTR agonists, primary screen, fluorescence, CHO-OTR cells, Fluo-8 calcium. activation, % at 3 µM. Oxytocin receptor (Homo sapiens), P30559. hit rate 0.32% among 320,000. Fluo-8 calcium fluorescence; normalized: DMSO 0%, oxytocin 100%;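 active means activation above the mean of all tested compounds plus 3 SD, cutoff set per screening run, cut at about 20% in these data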;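 further: peak over basal fluorescence ratio from a 100 s FLIPR kinetic read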
# TAAR1 antagonist – human TAAR1 antagonists, primary screen, Fluo-8 calcium fluorescence, CHO RD-HGA16 cells; Trace amine-associated receptor 1 (Homo sapiens), Q96RJ0; antagonist; hit rate 1.5% among 360,000; inhibition, % at 3 µM;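 active means inhibition above a per-plate cutoff, the mean inhibition of test compounds on that plate plus 3 SD, cut at about 49% in these data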;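 further: 0% = DMSO plus EC80 beta-PEA response and 100% = DMSO alone without agonist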
# Target sequence (Q96RJ0 whole entry, looked up): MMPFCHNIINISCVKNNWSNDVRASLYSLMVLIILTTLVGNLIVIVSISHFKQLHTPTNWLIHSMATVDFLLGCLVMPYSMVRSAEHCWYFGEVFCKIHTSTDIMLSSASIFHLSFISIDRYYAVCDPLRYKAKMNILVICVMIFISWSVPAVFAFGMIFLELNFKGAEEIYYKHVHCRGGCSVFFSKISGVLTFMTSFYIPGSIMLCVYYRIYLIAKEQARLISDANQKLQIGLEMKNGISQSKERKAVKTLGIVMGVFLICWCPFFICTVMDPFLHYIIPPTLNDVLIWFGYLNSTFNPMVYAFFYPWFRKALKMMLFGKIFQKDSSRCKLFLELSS
#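 Test system – hTAAR1-expressing CHO RD-HGA16 cells, Gα16-coupled · Also added – β-PEA at EC80 concentration, post-compound challenge · Compound – 3 µM, single point · Incubation – dye loading 75 min at 37 °C, then 30 min room temperature · Measured by – Fluo-8 intracellular calcium dye fluorescence, real-time kinetic reads · Benchmarks – vehicle and agonist controls · Replicates – singlicate, one well per test compound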
# GPR7 antagonist – GPR7 receptor antagonists, primary screen, cell-based, fluorescence, single concentration | Neuropeptides B/W receptor type 1 (Homo sapiens), P48145 | hit rate 1.1% among 290,000 | inhibition, % at 4.4 µM | AID 1861, 2009 | GPR7-expressing cells, fluorescence antagonist assay; in the data active means inhibition above about 16%, passing the limit was not always enough;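 further: cells stimulated with the agonist NPW; 0% = agonist with vehicle and 100% = vehicle without agonist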
# Target sequence (P48145 whole entry, looked up): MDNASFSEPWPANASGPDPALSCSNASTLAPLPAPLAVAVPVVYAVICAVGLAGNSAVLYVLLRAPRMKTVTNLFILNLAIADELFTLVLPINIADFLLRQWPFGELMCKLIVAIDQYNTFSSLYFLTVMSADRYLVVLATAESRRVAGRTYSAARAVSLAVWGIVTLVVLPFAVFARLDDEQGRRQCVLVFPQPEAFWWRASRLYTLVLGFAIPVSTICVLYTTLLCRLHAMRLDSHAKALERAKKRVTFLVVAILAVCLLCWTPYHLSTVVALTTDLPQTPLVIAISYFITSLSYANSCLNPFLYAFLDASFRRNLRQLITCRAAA
# CHO parental Ca – ATP-evoked calcium signal inhibitors, parental CHO, primary screen, counter-screen for OX1R antagonist project, cell-based, fluorescence, Fluo-8 calcium dye; inhibition, % at 5.6 µM; parental CHO-K1, ATP-induced calcium, Fluo-8 fluorescence; hit rate 0.63% among 330,000; AID 463079, 2010;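 active means inhibition above that plate's mean sample inhibition plus 3 SD, cut at about 26% in these data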;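 further: 0% = ATP-challenged DMSO wells and 100% = DMSO wells without ATP; some compounds past the cut are filed as inactive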
#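 Material – parental CHO cells · Reagent – ATP stimulus · Compound – single nominal dose of 5.6 µM per compound · Detection – Fluo-8 fluorescence · Read-out basis – percent inhibition of calcium signal · Controls – ATP-challenged DMSO wells low, unchallenged DMSO wells high · Repeats – no replicates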
# The depositor's hits bear a star; . = no result given.
SMILES,OXTR potentiator,CHO-K1 Ca PAM,CHO-K1 Ca antag,V1aR counter,CHO-K1 Ca ag,OXTR ag,TAAR1 antagonist,GPR7 antagonist,CHO parental Ca
CNC[C@H]1OCCCC[C@H](C)Oc2ccc(NC(=O)CCCN(C)C)cc2C(=O)N([C@H](C)CO)C[C@@H]1C,.,14,-10,.,0.8,.,-19,.,.
Cn1c(=O)[nH]c(=O)c2c1nc(SCC(=O)Nc1ccccc1)n2Cc1ccccc1,-6,21,-6,4.0,4.5,5.0,24,6,-19
Cc1ccc(NC(=O)[C@@H](C)NC(=O)[C@@H]2Cc3ccccc3CN2)cc1,-7,12,-18,-0.7,0.2,-1.1,-26,-8,-25
Cc1ccc2occ(/C=N/NC(=O)c3ccc(O)cc3)c(=O)c2c1,.,4,-1,.,0.7,.,14,-8,.
CCOc1ccccc1N1CCN(C(=O)c2cn(CC3CCCCC3)nn2)CC1,.,-1,-7,.,2.9,.,-8,-4,.
CCCCOCCCNC(=O)N[C@@H](CC(C)C)C(=O)O,0,-9,-9,-1.3,-0.1,0.9,-2,-8,-2
Cc1ccc(SCc2nc3ccccc3n2CC(=O)Nc2ccccc2)cc1,-3,-6,-23,1.5,2.8,0.0,17,1,-16
O=C(C[n+]1ccc(/C=N/O)cc1)N(Cc1ccccc1)Cc1ccccc1,-12,14,-3,1.1,0.1,1.2,-16,-7,-3
Cc1ccc(S(=O)(=O)Nc2ccccc2C(=O)NCc2cccnc2)cc1,-7,-9,12,1.1,-0.2,0.4,-6,-2,3
COc1ccc(C(=O)N2CCN(c3cccc(Cl)c3)CC2)cc1,-3,6,-10,3.1,2.9,3.9,15,-5,-7
C/C(=N\NC(=O)CC#N)c1cc2ccc(O)cc2oc1=O,4,7,-9,2.2,0.0,2.5,-3,5,0
Cc1nn(Cc2cccc(C(=O)Nc3ccn(Cc4c(F)c(F)cc(F)c4F)n3)c2)c(C)c1[N+](=O)[O-],-4,-13,16,2.7,1.5,0.7,28,8,-16
CCOC(=O)c1ccc(NC(=O)COC(=O)c2cccc(Oc3ccccc3)c2)cc1,0,-8,6,1.6,0.5,0.2,42,-3,-2
Cc1nc2sc(C(c3ccccc3)N3CCOCC3)c(O)n2n1 (stereo not drawn),1,11,-14,0.6,0.3,0.3,-7,7,-9
O=c1cc(O)c2sc3nc(-c4ccccc4)cc(C(F)(F)F)c3c2[nH]1,-4,9,-2,0.8,0.0,-0.3,-8,1,7
CCCN(CC1CC1)C(=O)COC(=O)c1ccc2c(c1)C(=O)N(c1ccc(OCC)cc1)C2=O,-10,7,-6,4.1,8.9,-0.2,55*,-10,-13
CC(=O)c1cccc(NC(=O)CN2C(=O)C(=O)N(Cc3ccco3)C2=O)c1,6,8,-11,0.1,-0.4,1.3,-22,.,-10
C[C@@H](C(=O)NC1CCN(Cc2ccccc2)CC1)N1C(=O)N2CCc3c([nH]c4ccccc34)[C@@]2(C)C1=O,-6,2,3,1.2,-0.3,2.8,-25,0,-24
CCOC(=O)c1c(NC(=O)Cn2nnc(-c3ccc(Cl)cc3)n2)sc(CC)c1C,-10,12,-2,4.4,0.1,1.7,-32,-4,-29
O=C(CN1CCN(S(=O)(=O)c2ccc(Br)cc2)CC1)N/N=C/c1cc([N+](=O)[O-])ccc1Cl,-4,20,-18,-0.1,0.2,-2.6,2,-14,-6
O=C(NC(Cc1c[nH]c2ccccc12)C(=O)O)/C(=C/c1ccco1)NC(=O)c1ccccc1 (stereo not drawn),-6,-10,21,3.0,-0.1,-0.1,-12,-9,-10
CCN1C(=O)/C(=C2/Sc3ccc(OC)cc3N2C)SC1=Nc1cccc(O)c1,-2,10,-22,0.3,0.5,-1.0,11,-3,-10
CCOC(=O)N1CCN(C(=O)c2nn(-c3cc(OC)cc(OC)c3)c(=O)c3ccccc23)CC1,2,.,.,0.5,.,0.0,.,-13,-14
CC1=C(C(=O)O)N2C(=O)C(NC(=O)c3c(F)cccc3F)C2SC1 (stereo not drawn),.,-2,0,.,0.3,.,-3,.,.
COC(=O)C1=C(C(=O)OC)[C@@H]2N(C)c3ccc(OC)cc3[C@@]23C[C@@H](C(=O)OC)N(C(=O)c2ccco2)C3=N1,4,5,-12,0.5,0.0,0.8,1,.,-13
O=C(O)c1cc(NC(=O)C2CCCO2)cc(NC(=O)C2CCCO2)c1 (stereo not drawn),-7,1,-4,1.4,0.0,3.5,-6,15,4
O=C(N/C(=C/c1cccc([N+](=O)[O-])c1)C(=O)N1CCOCC1)c1ccccc1Br,-13,17,-14,2.1,2.8,0.2,5,-8,10
CC(C)(C)NC(=O)Cn1c(SCC(=O)NC2CCCC2)nc2ccccc21,-10,12,-7,0.6,1.1,0.3,-14,1,-8
Cc1ccc(CNC(=O)C(OC(=O)c2ccco2)C(C)C)cc1 (stereo not drawn),5,10,-3,-1.4,-0.2,-1.8,18,5,-22
Nc1cc(N)nc(SCC(=O)NCc2ccc3c(c2)OCO3)n1,-5,16,-18,1.3,-0.3,1.0,5,.,1

# 11 neighbouring records out of the list so far:
SMILES,OXTR potentiator,CHO-K1 Ca PAM,CHO-K1 Ca antag,V1aR counter,CHO-K1 Ca ag,OXTR ag,TAAR1 antagonist,GPR7 antagonist,CHO parental Ca
Cc1nn(Cc2cccc(C(=O)Nc3ccn(Cc4c(F)c(F)cc(F)c4F)n3)c2)c(C)c1[N+](=O)[O-],-4,-13,16,2.7,1.5,0.7,28,8,-16
CCOC(=O)c1ccc(NC(=O)COC(=O)c2cccc(Oc3ccccc3)c2)cc1,0,-8,6,1.6,0.5,0.2,42,-3,-2
Cc1nc2sc(C(c3ccccc3)N3CCOCC3)c(O)n2n1 (stereo not drawn),1,11,-14,0.6,0.3,0.3,-7,7,-9
O=c1cc(O)c2sc3nc(-c4ccccc4)cc(C(F)(F)F)c3c2[nH]1,-4,9,-2,0.8,0.0,-0.3,-8,1,7
CCCN(CC1CC1)C(=O)COC(=O)c1ccc2c(c1)C(=O)N(c1ccc(OCC)cc1)C2=O,-10,7,-6,4.1,8.9,-0.2,55*,-10,-13
CC(=O)c1cccc(NC(=O)CN2C(=O)C(=O)N(Cc3ccco3)C2=O)c1,6,8,-11,0.1,-0.4,1.3,-22,.,-10
C[C@@H](C(=O)NC1CCN(Cc2ccccc2)CC1)N1C(=O)N2CCc3c([nH]c4ccccc34)[C@@]2(C)C1=O,-6,2,3,1.2,-0.3,2.8,-25,0,-24
CCOC(=O)c1c(NC(=O)Cn2nnc(-c3ccc(Cl)cc3)n2)sc(CC)c1C,-10,12,-2,4.4,0.1,1.7,-32,-4,-29
O=C(CN1CCN(S(=O)(=O)c2ccc(Br)cc2)CC1)N/N=C/c1cc([N+](=O)[O-])ccc1Cl,-4,20,-18,-0.1,0.2,-2.6,2,-14,-6
O=C(NC(Cc1c[nH]c2ccccc12)C(=O)O)/C(=C/c1ccco1)NC(=O)c1ccccc1 (stereo not drawn),-6,-10,21,3.0,-0.1,-0.1,-12,-9,-10
CCN1C(=O)/C(=C2/Sc3ccc(OC)cc3N2C)SC1=Nc1cccc(O)c1,-2,10,-22,0.3,0.5,-1.0,11,-3,-10

# (more compounds)
SMILES,OXTR potentiator,CHO-K1 Ca PAM,CHO-K1 Ca antag,V1aR counter,CHO-K1 Ca ag,OXTR ag,TAAR1 antagonist,GPR7 antagonist,CHO parental Ca
CCN(CC)C(=O)Nc1ccc(C(=O)OC)cc1,-4,20,-15,0.9,0.7,0.7,12,-4,-5
COc1ccccc1N(CC(=O)N1CCOCC1)S(C)(=O)=O,-4,10,-7,0.5,0.4,0.6,-10,-5,0
COc1ccc(-c2cc3nc(C)cc(N4CC(C)CC(C)C4)n3n2)cc1 (stereo not drawn),-12,29,-17,-0.8,0.5,-0.4,-12,-15,-17
Cc1ccc(-c2nc(CS(=O)(=O)CC(=O)N3CCOCC3)c(C)o2)cc1,-5,19,-10,2.5,0.4,0.5,-28,-11,-5
O=C1Nc2ccc(Br)cc2/C1=C/c1ccc(C(=O)O)cc1,-5,.,.,-0.1,.,-0.2,.,-3,-18
CCC1(CC)C(C#N)C(=O)NC(=O)C1C#N (stereo not drawn),.,22,-16,.,0.9,.,2,.,.
COC(=O)C1=C(C)N(Cc2ccccc2)C(=S)N[C@H]1c1ccc(Br)cc1,-6,22,-19,0.4,0.6,1.2,24,.,-29
CC1(C)C(CC(=O)O)CC1C(=O)O (stereo not drawn),.,-17,-2,.,0.2,.,-11,.,.
COc1nccnc1NS(=O)(=O)c1ccc(NC(=S)NC(=O)/C=C/c2ccccc2)cc1,-6,9,10,2.0,0.5,4.1,37,-11,-25
C=C(CN(C)C)C(=O)c1ccc(C)cc1C,.,7,-8,.,0.6,.,-4,.,.
COc1ccc(C(=O)COC(=O)c2ccccc2C(=O)N(C)c2ccccc2)c(OC)c1,-7,-18,10,-1.3,0.1,-1.6,-10,.,-30
COc1ccc(CC(=O)NNS(=O)(=O)c2ccc3ccccc3c2)cc1OC,0,8,6,-0.1,0.8,-2.5,3,-15,-17
COc1cccc(C(=O)Nc2cc(C(=O)NCCc3ccccc3)ccc2Cl)c1,-5,18,-11,0.1,3.5,0.2,17,7,-22
Cc1ccc2oc(C(=O)N(Cc3ccccc3)C3CCS(=O)(=O)C3)c(C)c2c1 (stereo not drawn),.,16,-1,.,3.0,.,22,-13,.
CCOC(=O)C1CCN(C(=O)c2oc3ccc(S(=O)(=O)N4CCCCCC4)cc3c2C)CC1,-10,14,-9,1.7,2.5,0.3,0,-4,-30
CCCN(CCC)S(=O)(=O)c1ccc2c(c1)CCCN2C(C)=O,-3,11,0,0.0,4.1,0.1,1,-5,-18
Cc1ccc([C@@H]2CC=C(C(=O)O)[C@H](c3ccc(Cl)cc3)N2S(=O)(=O)c2ccc(C)cc2)cc1,-11,14,-15,0.4,-0.3,-1.8,21,.,-8
CCOC(=O)C(=NC1CCS(=O)(=O)C1)NNc1ccccc1Cl (stereo not drawn),-6,5,-11,1.0,0.8,3.3,-14,-16,-8
CCOC(=O)C1CCCN(c2c(NCCN3CCCCC3CC)c(=O)c2=O)C1 (stereo not drawn),-1,-6,6,0.0,0.0,0.6,-11,-11,-1
CCOC(=O)[C@@H]1CCN(Cc2ccccc2)C[C@H]1c1ccccc1,2,19,-11,-0.5,0.3,-2.5,-45,6,-13

# Compounds were not picked by outcome; any-hit rate near 3.5%.
